# ERK EGF inh: EGF-driven ERK pathway inhibition; HEK293-V1b, EGF-stimulated phospho-ERK AlphaScreen; 130,000 tested, 0.41% active; Potency, µM (titrated, usually from 11.5 µM), inactives show top-dose activity change, negative = inhibition, usual class: inhibitors; active = well fitted inhibition curve with a large enough effect; inconclusive = small, poorly fitted or top-dose-only effect, or effect the other way;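 also: plate controls were stimulated vehicle wells for no effect and unstimulated vehicle basal for full effect; nearly all actives have a fitted effect of over 55% in size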
#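 HEK293 cells stably expressing V1b receptor, serum-reduced (1% FBS) overnight, pretreated 30 min with compound, then stimulated 5 min with 25 nM EGF; phospho-ERK detected by AlphaScreen SureFire. AC50 from Hill fits, normalized to DMSO and EGF.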
# Active calls of the source: *; ? = inconclusive; & = joins results of further samples; [ ] = remark or other dose. Potency is read from the fitted curve at half-maximal effect. Some of the compounds tested (hit frequency here may not be typical).
SMILES,ERK EGF inh
CC1Cc2ccccc2N1C(=O)CSc1nnc2c(n1)[nH]c1ccc(F)cc12 (stereo not drawn),0.0%
COc1ccccc1C1C2=C(CC(C)(C)CC2=O)Nc2nnnn21 (stereo not drawn),1.9%
Cc1cc(O)c(-c2cc(C(=O)NCCc3ccc(S(N)(=O)=O)cc3)[nH]n2)cc1C,-3.0%[57.5 µM]
Cc1ccc(N2CCN(C(=O)NC3CCCCC3)CC2C)cc1 (stereo not drawn),12.0%[57.5 µM]
O=C(C1CCCCC1)N1CCN(c2nc(-c3ccc(F)cc3)cs2)CC1,?
CC1CCc2c(nc3ncnn3c2NCCc2ccccc2F)C1 (stereo not drawn),-3.9%
CC(C)(C)c1ccc(C(=O)N/C(=C\c2ccco2)C(=O)O)cc1,-6.3%
CCCCNC(=O)C(C#N)c1nc2ccccc2nc1N1CCN(c2ccccc2F)CC1 (stereo not drawn),?
COc1ccc(C(=O)O/N=C(\C)c2nccs2)cc1,-47.2%
CCOC(=O)c1sc(=NC(=O)c2ccc(S(=O)(=O)N(C)c3ccccc3)cc2)n(C)c1C,3.8%
Cn1cccc1CC(=O)NNC(=S)Nc1ccc(F)cc1,2.0%
O=C(c1ccc(-n2cnnn2)cc1)N(C1CCCCC1)C1CCCCC1,-19.9%
Cc1c(S(=O)(=O)NCCc2ccccc2)c(=O)n(C)c(=O)n1C,3.4%[57.5 µM]
O=C(c1ccc(COc2c(F)c(F)cc(F)c2F)o1)N1CCN(c2ccccc2)CC1,-2.6%
O=C(N/N=C/c1cccc(O)c1)c1cc(-c2ccc3c(c2)OCO3)n[nH]1,-6.0%
CCOC(=O)CNC(=S)SC,-5.1%[57.5 µM]
O=C(O)CCn1c(O)c(C=C2N=c3ccccc3=N2)sc1=S,-7.7%[57.5 µM]
N=C(N)c1ccc(OCCCCCOc2ccc(C(=N)N)cc2)cc1,16.1%
N#Cc1ccc(CN2CC3(CCN(C(=O)c4csnn4)CC3)C2)cc1,-5.5%
COC(=O)C(NC(=O)c1ccco1)(Nc1cc(C)ccn1)C(F)(F)F (stereo not drawn),0.9%
Clc1cccc(CN2CCN(c3nc4nonc4nc3NC3CC3)CC2)c1,-3.9%
CCN(CC)S(=O)(=O)c1ccc(C(=O)Nc2nnc(NC(=S)Nc3ccccc3)s2)cc1,1.3%[57.5 µM]
CCc1nnc(NC(=O)CSc2nc3cc(OC)ccc3cc2C)s1,-6.0%
CC(C)CCN1CCN(Cc2cnc(N3CCCC3)s2)CC1CCO (stereo not drawn),-7.2%
O=C(N/N=C/c1ccccn1)c1ccc2nc[nH]c2c1,-8.9%[57.5 µM]
CCOC(=O)CNC(=O)CSc1nnc(NC(=O)c2ccc(C)cc2)s1,3.9%
COc1cc(/C=N/n2c(-c3cc(C)[nH]n3)n[nH]c2=S)ccc1O,-0.8%[57.5 µM]
CCOC(=O)c1cc(-c2ccccc2)sc1NC(=O)C(C)N1C(=O)c2ccccc2C1=O (stereo not drawn),4.2%
C/C(=C\C(=O)C(F)(F)F)Nc1ccc(C)cc1,4.3%
CC(=O)c1cccc(NC(=O)c2ccoc2C)c1,-11.1%
COC(=O)C1=C(C(=O)OC)C2(OC1c1ccccc1C)C(=O)c1ccccc1C2=O (stereo not drawn),9.4%
COc1ccccc1CNC(=O)c1cn(C)c2ccc(S(=O)(=O)N3CCCC3)cc2c1=O,36.4%
COc1ccc(Nc2nc(C)nc3sc4c(c23)CCC4)cc1O,1.7%
Nc1nc(-c2ccccc2Br)cs1,1.5%
O=c1c2ccccc2ncn1CCCCOc1ccc(Br)cc1,?
COc1ccc(CCN2C(=O)NC(NC(=O)C(C)(C)C)(C(F)(F)F)C2=O)cc1OC (stereo not drawn),-4.4%
O=C(O)c1ccccc1CSc1nnc2c(n1)[nH]c1ccccc12,-2.9%[57.5 µM]
COc1cccc(CC2(CO)CCCN(Cc3cn[nH]c3-c3ccccc3)C2)c1 (stereo not drawn),-12.2%
CN(c1nc(-c2ccc(Br)cc2)cs1)C1CCS(=O)(=O)C1 (stereo not drawn),2.8%
COc1cc(C)c(Br)cc1S(=O)(=O)NCCN1CCOCC1,3.3%
O=C(NC1CCCC1)C1C2C=CC3(CN(Cc4cccs4)C(=O)C13)O2 (stereo not drawn),3.2%
CCOC(=O)NC(=O)CSc1nnc(C2CC2)n1Cc1ccco1,-0.6%
N=c1c2c3c(sc2ncn1Nc1ccccc1)CCC3,-16.7%[57.5 µM]
CC(=O)Oc1cccc(N2C(=O)c3ccccc3C2=O)c1,-0.6%
Cc1ccc(NC(=S)NN(C)c2cc(C)nc(C)n2)cc1,9.1%
COCCN(C(=S)Nc1cccc(OC)c1)C1CCN(C(C)=O)CC1,2.1%
CC1CCC2(OC1)OC1CC3C4CC[C@@H]5CC(O)CC[C@@]5(C)C4CC(=O)[C@]3(C)C1C2C (stereo partly drawn),3.6%
COc1ccc(C2C3C(=O)N(N(C)c4ncc(C(F)(F)F)cc4Cl)C(=O)C3ON2C)cc1 (stereo not drawn),-3.7%
Cc1cccc(N2CCN(C(=S)c3ccc([N+](=O)[O-])cc3)CC2)c1,17.8µM*
O=C(CN1CCOc2ccccc21)NCc1ccc(Cl)cc1,4.6%
# The list goes on:
SMILES,ERK EGF inh
Cc1cc(C)cc(C(=O)NCC(=O)OCC(=O)N(C)c2ccccc2)c1,-1.4%
C#CCNC(=O)C1=C[C@@H](c2ccccc2)[C@H](CCCO)[C@@H](OCC)O1,21.6%[57.5 µM]
C/C(=N\NC(=O)Cc1ccc(F)cc1)c1ccc(O)cc1,0.6%
COc1cccc(/C=C/C(=O)OCC(=O)NCCc2ccccc2)c1,-0.4%
O=C(CCc1nc2ccccc2s1)Nc1cccnc1,-0.1%
O=c1c(Cc2ccccc2)c(O)ccn1Cc1ccco1,-7.5%
CCOc1ccc(CNC(=O)CCS(=O)(=O)Cc2ccc(C)cc2)cc1OC,-4.3%
Cn1c(=O)c2c(ncn2CC(=O)N2CCCCCC2)n(C)c1=O,-4.2%[57.5 µM]
O=c1[nH]c2ccccc2cc1CN(c1ccccc1)S(=O)(=O)c1ccccc1,-0.8%
O=c1c(-c2cccs2)nc2cnc(Oc3ccccc3)nc2n1-c1ccccc1,-1.8%
S=c1[nH]c2ccccc2s1,-0.8%
NNC(=O)COc1ccc(C(F)(F)F)cc1,-7.2%
COc1ccc(-c2cc(C(=O)OCC(=O)c3c(N)n(C)c(=O)n(C)c3=O)c3ccccc3n2)cc1,-2.1%
CC(Cc1ccsc1)NC(=O)CCc1nnc(COc2ccccc2)o1 (stereo not drawn),-8.5%
COc1ccc2nc(SCC(=O)C(C)(C)C)[nH]c2c1,6.4%[57.5 µM]
COc1cc(CCN2C(=O)N[C@@H](c3cccc(C(F)(F)F)c3)C(C(C)=O)=C2C)cc(OC)c1OC,-6.4%&4.7%
CCOc1ccc(CCNC(=O)C(CCC(N)=O)NC(=O)OCc2ccccc2)cc1OCC (stereo not drawn),-4.5%
COc1cc(Cl)c(C)cc1NC(=O)CSc1cc(Cl)ccc1Cl,0.4%
CCN(CC)CC#Cc1ccc(C)cc1,2.7%[57.5 µM]
O=C(Nc1ccc(F)cc1)N1CCN(c2ccc(F)cc2)CC1,-7.6%

# By substructure: those above with a thiophene ring, fused or not (six)
SMILES,ERK EGF inh
CCOC(=O)c1cc(-c2ccccc2)sc1NC(=O)C(C)N1C(=O)c2ccccc2C1=O (stereo not drawn),4.2%
COc1ccc(Nc2nc(C)nc3sc4c(c23)CCC4)cc1O,1.7%
O=C(NC1CCCC1)C1C2C=CC3(CN(Cc4cccs4)C(=O)C13)O2 (stereo not drawn),3.2%
N=c1c2c3c(sc2ncn1Nc1ccccc1)CCC3,-16.7%[57.5 µM]
O=c1c(-c2cccs2)nc2cnc(Oc3ccccc3)nc2n1-c1ccccc1,-1.8%
CC(Cc1ccsc1)NC(=O)CCc1nnc(COc2ccccc2)o1 (stereo not drawn),-8.5%

# The list goes on.
SMILES,ERK EGF inh
CCn1c(-c2cc(-c3ccc(C)c(C)c3)nc3ccccc23)n[nH]c1=S,-2.4%
COc1ccccc1CNC(=O)COC(=O)Cc1cccs1,-3.5%
Cc1occc1C(=O)N/N=C/c1ccc(N(C)C)cc1,-0.3%[57.5 µM]
O=C(Nc1ccc(F)cc1F)N1CCC(c2nc3ccccc3o2)CC1,3.1%
O=C(CSc1n[nH]c(=O)[nH]c1=O)Nc1cccc(S(=O)(=O)N2CCOCC2)c1,2.0%
COc1ccc(-c2nc(=S)n3ccsc3n2)cc1OC,-2.8%
c1ccc(-c2nc(-c3ccco3)n3ccccc23)cc1,11.2%
Cc1ccc(C)c(N2CCN(c3ccc(N4C(=O)COCC4=O)cc3[N+](=O)[O-])CC2)c1,-3.8%
COc1ccccc1CNCC(=O)Nc1cc(S(=O)(=O)N2CCCCCC2)ccc1Cl,-2.0%[57.5 µM]
CS(=O)(=O)Nc1cccc(-c2nc(NCCN3CCOCC3)c3ccccc3n2)c1,16.5%

# By substructure, those above containing a Cl atom.
SMILES,ERK EGF inh
Clc1cccc(CN2CCN(c3nc4nonc4nc3NC3CC3)CC2)c1,-3.9%
COc1ccc(C2C3C(=O)N(N(C)c4ncc(C(F)(F)F)cc4Cl)C(=O)C3ON2C)cc1 (stereo not drawn),-3.7%
O=C(CN1CCOc2ccccc21)NCc1ccc(Cl)cc1,4.6%
COc1cc(Cl)c(C)cc1NC(=O)CSc1cc(Cl)ccc1Cl,0.4%
COc1ccccc1CNCC(=O)Nc1cc(S(=O)(=O)N2CCCCCC2)ccc1Cl,-2.0%[57.5 µM]

# Other results.
SMILES,ERK EGF inh
CCOC(=O)C1CCN(C(=O)c2ccc3snnc3c2)CC1,-1.4%
CN(C)c1ccnc(Nc2ccccc2)c1C#N,6.9%[57.5 µM]
c1ncn(C23CC4CC(CC(C4)C2)C3)n1,7.3%
O=S(=O)(NCCNc1nccc(C(F)(F)F)n1)c1ccccc1,-6.8%[57.5 µM]
CC(C)CN(C(=O)COC(=O)c1ccc2ccccc2n1)C1CCS(=O)(=O)C1 (stereo not drawn),5.5%
CCOc1ccccc1C(=O)NC(C(=O)Nc1cccnc1)C(C)C (stereo not drawn),2.3%
Cc1nnc(NC(=O)CSc2nc3[nH]ncc3c(=O)[nH]2)s1,1.0%
Cn1cc(C(=O)Nc2ccc(Cl)cc2)c(C(F)(F)F)n1,-10.1%
N#C/C(=C\c1ccc(-c2ccc(C(=O)O)cc2)o1)c1nc2ccccc2[nH]1,?
COc1ccc(OC)c(NS(=O)(=O)c2ccc(SC)cc2)c1,1.6%
O=C(/C=C/c1cn(-c2ccccc2)nc1-c1cccnc1)c1ccco1,-3.6%
CCOc1ccc(C(=O)NC(=S)Nc2ccc(NC(=O)C(C)C)cc2)cc1[N+](=O)[O-],-2.2%
Cc1c(NS(=O)(=O)c2ccc(S(=O)(=O)c3ccccc3)s2)c(=O)n(-c2ccccc2)n1C,3.8%[57.5 µM]
N#Cc1ccc(NC(=O)COC(=O)CCc2ccc(S(=O)(=O)N3CCCCC3)cc2)cc1,-2.1%
Oc1ccc(O)c(Cc2nc3ccccc3[nH]2)c1,2.6%
CCOc1cc(/C=N/NC(=O)c2cccnc2)ccc1OC(=O)c1ccco1,-2.0%
COc1ccc(CN=C2NN=C(c3ccccc3)CS2)cc1,?
COC(=O)C1CC(O)CN1C(=O)NC1CCCCC1 (stereo not drawn),4.7%
COc1ccc(CCNC(=O)COC(=O)/C=C/c2cccs2)cc1,22.7%
Cc1noc(C)c1C(=O)N1CCC2(CC1)CN(Cc1cc(C(F)(F)F)cc(C(F)(F)F)c1)C2,20.0%

# Grouped by structure, those above containing bromine (4)
SMILES,ERK EGF inh
Nc1nc(-c2ccccc2Br)cs1,1.5%
O=c1c2ccccc2ncn1CCCCOc1ccc(Br)cc1,?
CN(c1nc(-c2ccc(Br)cc2)cs1)C1CCS(=O)(=O)C1 (stereo not drawn),2.8%
COc1cc(C)c(Br)cc1S(=O)(=O)NCCN1CCOCC1,3.3%

# Further results:
SMILES,ERK EGF inh
CN(C)/C=C/C(=C\C(=O)C(F)(F)F)Nc1ccc(C(F)(F)F)cc1,-0.4%
O=C1CC(c2ccco2)CC(O)=C1C=Nc1cc(Cl)ccc1Cl (stereo not drawn),6.6%
COc1ccc2[nH]cc(CCNC(=O)c3ccc([N+](=O)[O-])cc3)c2c1,2.6%
CCOC(=O)c1c(NC(=O)C2CCCO2)sc(C)c1C (stereo not drawn),-0.3%
S=C(Nc1cccnc1)N1CCCCC1,1.1%
C/C(=N\Nc1nc2ccccc2[nH]1)c1ccc2c(c1)OCO2,?
CCN(Cc1cc2cc(C)ccc2[nH]c1=O)C(=O)c1cccc([N+](=O)[O-])c1,6.7%[57.5 µM]
CCC(C)C(NC(=O)OCc1ccccc1)C(=O)NC(Cc1ccc(O)cc1)C(=O)OC (stereo not drawn),-4.5%
COc1cc2c(cc1OC)Cc1cc(OC)c(OC)cc1Cc1cc(OC)c(OC)cc1C2,-2.1%
O=C(O)C(O)C(O)c1nc2ccccc2[nH]1 (stereo not drawn),-2.6%
NC(=O)c1cc2cc([N+](=O)[O-])ccc2oc1=O,1.9%
O=C(NCCO)C(=O)NCC1OCCCN1S(=O)(=O)c1cccs1 (stereo not drawn),0.5%
O=C(CCc1ccccc1)Nc1ccc(F)c([N+](=O)[O-])c1,10.2%
COc1cc(-c2nc(-c3cccnc3)no2)cc(OC)c1OC,5.3%
COC(=O)C1CCN(c2ccc([N+](=O)[O-])cc2[N+](=O)[O-])CC1,-1.8%
Cc1ccc(NC(=O)CSC2=NCCN2)cc1,-8.4%
Cc1ccc2nc(-c3ccc(NC(=O)CNC4CC4)cc3)sc2c1,4.2%
COc1ccc(-c2nc(N3CCCC3)[nH]c(=O)c2C#N)cc1,-1.0%
Cn1nc(C(F)(F)F)c(-c2ccccc2)c1NC(=O)CSCC(=O)O,-9.7%[57.5 µM]
O=C(COc1cccnc1[N+](=O)[O-])Nc1cccc(S(=O)(=O)N2CCCCC2)c1,4.6%
COc1ccc(N2C(=O)CN(Cc3ccc(OC)c(OC)c3)C2=S)cc1,0.6%
